Assay outcomes as filed in PubChem.
KCNQ1 block: blocks the human KCNQ1 potassium channel; P51787; CHO-K1 KCNQ1, FluxOR thallium flux fluorescence; hits give high values; B-score at 10 µM; 310,000 compounds, 1.3% hits;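 active = compounds whose thallium flux B-score, printed positive for inhibition, exceeds three library SD while starting fluorescence stays within three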;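 also: channel opened by potassium depolarization with thallium stimulus after 20 min compound exposure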
Target sequence (P51787 whole entry, looked up): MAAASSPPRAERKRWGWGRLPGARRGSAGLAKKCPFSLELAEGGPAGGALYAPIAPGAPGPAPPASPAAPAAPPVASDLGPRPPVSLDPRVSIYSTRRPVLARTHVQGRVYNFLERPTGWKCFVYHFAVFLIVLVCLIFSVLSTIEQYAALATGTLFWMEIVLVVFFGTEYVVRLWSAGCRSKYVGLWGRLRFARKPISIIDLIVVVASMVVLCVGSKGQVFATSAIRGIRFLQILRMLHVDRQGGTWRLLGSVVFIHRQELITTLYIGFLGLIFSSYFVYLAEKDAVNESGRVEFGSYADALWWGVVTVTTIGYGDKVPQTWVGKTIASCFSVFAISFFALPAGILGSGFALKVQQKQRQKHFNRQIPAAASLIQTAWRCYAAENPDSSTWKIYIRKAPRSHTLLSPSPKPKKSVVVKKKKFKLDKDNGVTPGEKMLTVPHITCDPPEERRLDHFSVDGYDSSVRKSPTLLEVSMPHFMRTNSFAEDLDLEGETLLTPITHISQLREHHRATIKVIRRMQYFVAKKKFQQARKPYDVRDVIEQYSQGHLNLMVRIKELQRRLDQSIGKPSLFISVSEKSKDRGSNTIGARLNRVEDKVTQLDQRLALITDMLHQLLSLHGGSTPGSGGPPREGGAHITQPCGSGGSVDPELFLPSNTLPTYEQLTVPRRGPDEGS
Dyrk1A ADPGlo: inhibitors of rat Dyrk1A kinase. Q63470. ADP-Glo luminescence, NFATc1 peptide. inhibition, % at 12.5 µM. 310,000 compounds, 0.43% hits. AID 504441; in the data active = inhibition above about 50%;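 also: plate controls were vehicle with enzyme for no effect and no enzyme for full effect; many of its hits are not listed in these tables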
HDAC3 inh: inhibitors of human histone deacetylase 3. O15379. recombinant HDAC3, fluorogenic peptide/trypsin coupled, fluorescence. inhibition, % at 8.3 µM. 320,000 compounds, 0.15% hits; in the data active = inhibition above about 26%, passing the limit was not always enough
TMEM16A inh: inhibitors of mouse TMEM16A calcium-activated chloride channel. Q8BHY3. HEK293 TMEM16A/YFP iodide influx fluorescence, ionomycin. normalized B-score (activity score, 25-100; higher = stronger inhibition) at 10 µM. 310,000 compounds, 1.2% hits. AID 588511;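 active = ratio plate-corrected score three or more library SD toward inhibition, starting fluorescence score within five deviations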;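 also: score derived from kinetic fluorescence span divided by baseline fluorescence per well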
TRPC4 potent: allosterically enhances the mouse TRPC4 cation channel; HEK293 TRPC4beta/mu-opioid, DAMGO EC20, Fluo-4 Ca2+ flux; hits give high values; 310,000 compounds, 0.42% hits; Q9QUQ5; B-score at 10 µM;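 active = B-score of calcium response area above 5 SD of library B-scores, with initial fluorescence ratio within 5 SD of library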;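 also: B-score of integrated fluorescence ratio over time as area under calcium response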
KCNQ1 pot: potentiates or activates the human KCNQ1 potassium channel; P51787; CHO-K1 KCNQ1, thallium flux FluxOR fluorescence; hits give high values; B-score at 10 µM; 310,000 compounds, 0.35% hits; AID 2648;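 active = fluorescence ratio B-score, a plate-corrected score, at least three library SD, with initial intensity B-score within 5 SD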
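Medium – assay buffer, equal DMSO in all wells · Material – CHO-K1 cell line with stable KCNQ1 potassium channel expression · Signal – kinetic FluxOR thallium fluorescence, 10-s 1-Hz baseline, 110-s post-stimulus read · Compound – single concentration per compound, DMSO matched to controls · Schedule – 37 °C overnight plating, 90-min dark dye load, 20-min compound pretreatment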
KCNK9 block: blocks the human KCNK9 two-pore domain potassium channel; Q9NPC2; HEK293 KCNK9, FluxOR thallium flux fluorescence; hits give low values; B-score at 10 µM; 310,000 compounds, 1.2% hits;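 active = ratio B-score over 3 SD below the library mean, with starting fluorescence within 5 SD of its mean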;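 also: negative B-score means less thallium flux so channel inhibition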
Target sequence (Q9NPC2 whole entry, looked up, the tested form may be a part): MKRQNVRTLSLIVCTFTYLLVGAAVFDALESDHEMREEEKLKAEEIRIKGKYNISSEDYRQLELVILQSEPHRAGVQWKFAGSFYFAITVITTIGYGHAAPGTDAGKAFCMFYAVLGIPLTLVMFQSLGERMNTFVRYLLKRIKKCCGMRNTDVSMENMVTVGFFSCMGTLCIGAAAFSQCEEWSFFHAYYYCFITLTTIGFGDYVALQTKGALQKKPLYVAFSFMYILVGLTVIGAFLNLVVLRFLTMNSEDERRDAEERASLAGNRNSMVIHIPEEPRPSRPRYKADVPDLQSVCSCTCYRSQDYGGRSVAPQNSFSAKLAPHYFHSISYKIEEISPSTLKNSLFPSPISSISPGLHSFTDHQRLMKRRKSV
TRPC4 agonist: activators of mouse TRPC4 channel. HEK293 TRPC4beta/mu-opioid, Fluo4 calcium fluorescence; hits give high values. B-score at 10 µM. 310,000 compounds, 0.49% hits. AID 2237;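 active = B-score above 5 SD of library B-scores, and initial fluorescence ratio not above library mean plus 5 SD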;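 also: positive B-score marks a calcium rise read as TRPC4 activation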
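Incubation: 45 min room-temperature Fluo4 loading, 110 s read / System: HEK293 cells stably co-expressing mouse TRPC4beta and mu-opioid receptor / Signal: Fluo4 fluorescence, kinetic / Control set: buffer (low) and maximal DAMGO (high) / Measure: integrated baseline-normalised fluorescence ratio, converted to per-well B score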
hERG protect: shields human hERG channel from block by proarrhythmic agents. CHO-hERG, FluxOR thallium flux, dofetilide IC70 present. 310,000 compounds, 0.51% hits. activation (rescue from dofetilide block), less the hit threshold, % at 10 µM. Q12809;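 active = activation above the mean of controls blocked by dofetilide plus 5 SD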;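 also: thallium influx through hERG after potassium depolarization seen as dye fluorescence rise; in these data hits start at about 4.7%; inactives centre near -7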
KCNK3 inh: human KCNK3 channel inhibition, primary screen; O14649; CHO-KCNK3 thallium flux, FluxOR fluorescence; hits give low values; B-score at 10 µM; 340,000 compounds, 0.84% hits; AID 602410;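 active = B-score under library mean minus 4 SD, starting fluorescence ratio at most library mean plus 5 SD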;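 also: more negative B-score means stronger inhibition of thallium flux through KCNK3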
ANO1 activ: activates or potentiates the mouse TMEM16A chloride channel | Q8BHY3 | HEK293 TMEM16A/YFP-H148Q/I152L, iodide quench fluorescence; hits give low values | B-score at 10 µM | 340,000 compounds, 0.3% hits;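 active = fluorescence-ratio B-score plate-corrected deviation score at least 3 library SD below zero, with starting fluorescence score within 5 deviations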;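 also: channel opened by trigger with iodide after compound preincubation; score built on the fluorescence ratio of max minus min over baseline; more negative score means more quench and so TMEM16A activation or potentiation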
The depositor's hits bear a star; i = inactive; . = no result given.

SMILES | KCNQ1 block | Dyrk1A ADPGlo | HDAC3 inh | TMEM16A inh | TRPC4 potent | KCNQ1 pot | KCNK9 block | TRPC4 agonist | hERG protect | KCNK3 inh | ANO1 activ
CC(=O)Nc1ccc(S(=O)(=O)N(C)CC(=O)OCC(=O)c2cc(C)n(-c3ccc4c(c3)OCO4)c2C)cc1 | i | -2 | 3 | i | i | i | i | i | -13 | i | i
O=S(Cc1ccc(Br)cc1)Cc1nnc(SCc2ccc(Br)cc2)n1-c1ccccc1 (stereo not given) | i | -2 | 11 | i | i | i | i | i | -8 | i | i
CCOC(=O)Cc1ccc(NC(=O)c2ccc(C(C)(C)C)cc2)cc1 | i | 0 | 18 | 100* | i | i | i | i | -2 | i | i
CCc1nn(CC(=O)NCCCN2CCCC2=O)c(=O)c2cc3sccc3n12 | i | 0 | 6 | i | i | i | i | i | -3 | i | i
Cc1ccc(C(=O)CSc2nnc(-c3ccc4[nH]c(C)c(C)c4c3)o2)cc1C | i | 6 | 3 | i | i | i | i | i | -4 | i | i
CC(=O)c1cccc(NC(=O)N2CCCC2C(=O)Nc2cccc(C)c2C)c1 (stereo not given) | . | 7 | 3 | i | . | . | . | . | . | i | i
CCCCCN(C(=O)CCC(=O)OCC(=O)N(CC)C1CCCCC1)c1c(N)n(CCCC)c(=O)[nH]c1=O | i | -3 | 4 | i | i | i | i | i | -8 | i | i
Cc1ccc(N2C(=O)C3N=NN(CC(=O)N4N=C(c5ccccc5)CC4c4ccccc4)C3C2=O)cc1 (stereo not given) | i | 0 | 9 | i | i | i | i | i | -10 | i | i
COC(=O)/C=C1/SC(=NC(=O)c2ccccc2)NC1=O | i | 5 | 4 | i | i | i | i | i | -9 | i | i
CCn1c(O)c(N=N)c2ccccc21 | i | -5 | 4 | i | i | i | i | i | -7 | i | i

3 entries from above, sorted by molecular weight, high to low.
SMILES | KCNQ1 block | Dyrk1A ADPGlo | HDAC3 inh | TMEM16A inh | TRPC4 potent | KCNQ1 pot | KCNK9 block | TRPC4 agonist | hERG protect | KCNK3 inh | ANO1 activ
CCc1nn(CC(=O)NCCCN2CCCC2=O)c(=O)c2cc3sccc3n12 | i | 0 | 6 | i | i | i | i | i | -3 | i | i
Cc1ccc(C(=O)CSc2nnc(-c3ccc4[nH]c(C)c(C)c4c3)o2)cc1C | i | 6 | 3 | i | i | i | i | i | -4 | i | i
CC(=O)c1cccc(NC(=O)N2CCCC2C(=O)Nc2cccc(C)c2C)c1 (stereo not given) | . | 7 | 3 | i | . | . | . | . | . | i | i

Additional records follow:
SMILES | KCNQ1 block | Dyrk1A ADPGlo | HDAC3 inh | TMEM16A inh | TRPC4 potent | KCNQ1 pot | KCNK9 block | TRPC4 agonist | hERG protect | KCNK3 inh | ANO1 activ
COc1ccc(C/C(N)=N/OC(=O)Cc2ccccc2)cc1 | i | -1 | 1 | i | i | i | i | i | -2 | i | i
Cc1c(/C=N\NC(=O)c2ccc(F)cc2)cnn1C | i | 4 | -1 | i | i | i | i | i | -9 | i | i
CC(=O)c1c(C)[nH]c(C(=O)CSc2nnc(C3CCCCC3)n2N)c1C | i | 6 | 16 | i | i | i | i | i | -16 | i | i
CC(C)(C)[C@H]1CCC(=O)N([C@H](CC#N)Cc2ccccc2)CC1 | i | -1 | 11 | i | i | i | i | i | -5 | i | i
O=C(Nc1ccc([N+](=O)[O-])cc1)Nc1cnccn1 | 12* | 14 | . | i | i | i | i | i | -16 | i | i
COc1ccc(CCC(=O)c2ccc(OC)cc2)cc1 | i | . | 0 | 100* | i | i | i | i | -12 | i | i
Cc1sc2nc(CSC(C)C(=O)N3CCOCC3)[nH]c(=O)c2c1C (stereo not given) | i | 6 | 8 | i | i | i | i | i | -8 | i | i
CCOc1ccc(C(C)=O)cc1N1C(=O)C2C3C=CC(O3)C2C1=O (stereo not given) | i | -6 | -2 | i | i | i | i | i | -16 | i | i
O=C(NS(=O)(=O)c1ccc(NC(=O)C2CCCO2)cc1)c1ccccc1 (stereo not given) | i | -1 | 5 | i | i | i | i | i | -5 | i | i
O=C(Nc1ccccc1C(=O)O)c1ccc(NC(=O)C2CC2)cc1 | i | . | -12 | i | i | i | i | i | 0 | i | i
Cc1occc1C(=O)N/N=C/c1c(O)ccc2ccccc12 | i | 2 | 3 | i | i | i | i | i | -13 | i | i
O=C1/C(=C\c2ccc([N+](=O)[O-])cc2)CCc2ccccc21 | i | 4 | 0 | i | i | i | i | i | 0 | i | i
CC(C)C(=O)NCCc1c[nH]c2ccccc12 | i | 0 | 2 | i | i | i | i | i | -6 | i | i
O=[N+]([O-])c1cc(C(F)(F)F)cc([N+](=O)[O-])c1N1CCN(S(=O)(=O)c2ccccc2)CC1 | i | -1 | -6 | i | i | i | i | i | -11 | i | i
O=C1NC(=Nc2ccc3ccccc3c2)S/C1=C/c1ccco1 | i | 2 | 3 | i | i | i | i | i | -3 | i | i
Cn1c(N)c(C(=O)COC(=O)/C=C/c2ccc(OC(F)F)cc2)c(=O)n(C)c1=O | i | 3 | 0 | i | i | i | i | i | -8 | i | i
O=C(NCc1ccccn1)C1CC(c2ccc(Cl)c(Cl)c2)=NO1 (stereo not given) | i | -2 | 6 | i | i | i | i | i | -2 | i | i
COC1=C(OC)c2ccccc2C(C(=O)O)N/C1=C(/C)Nc1ccncc1 (stereo not given) | i | 5 | 6 | i | i | i | i | i | -4 | i | i
CCN1C(=NCc2ccccc2)N[C@@H](c2ccccc2)[C@H](C(=O)OC)[C@H]1C | i | 0 | 3 | i | i | i | i | i | -7 | i | i
CCOC(=O)c1cnn(C)c1NC(=O)c1ccc(Cl)cc1Cl | i | 1 | -9 | i | i | i | i | i | -4 | i | i
CCCC(=O)N1CCN(c2nc3ccc(CC)cc3s2)CC1 | i | -3 | -2 | i | i | i | i | i | -8 | i | i
COc1ccc2c(c1)CCc1sc(NC(=O)c3ccc(C)cc3)nc1-2 | i | 6 | 2 | i | i | i | i | i | -7 | i | i
CC(=O)Nc1cc(C(=O)N2CCCC2)ccc1S(=O)(=O)c1ccc(C)cc1 | i | 6 | 2 | i | i | i | i | i | 3 | i | i
O=C(Nc1cccc(-c2ccc(N3CCCCC3)nn2)c1)c1ccco1 | i | 9 | 2 | i | i | i | i | i | -10 | i | i
CC(=O)Nc1ccc(C(=O)NCC(c2ccco2)N(C)C)cc1 (stereo not given) | i | . | 8 | i | i | i | i | i | -4 | i | i
C=C(C)Cn1c(N2CCCC2)nc2c1c(=O)[nH]c(=O)n2C | i | -3 | -2 | i | i | i | i | i | -11 | i | i
O=C(COC(=O)c1ccccc1O)NCCCc1ccccc1 | i | -3 | -1 | i | i | i | i | i | -18 | i | i
CCOC(=O)C1CCCN(Cc2ccc(OCc3ccccc3)c(OC)c2)C1 (stereo not given) | i | 5 | -1 | i | i | i | i | i | -8 | i | i
CCOC(=O)c1sc(NC(=S)NC(=O)C23CC4CC(CC(C4)C2)C3)cc1C | i | -5 | -4 | i | i | i | i | i | -6 | i | i
Cc1cccc(NC(=O)c2cc(-c3cc(C)c(C)cc3O)n[nH]2)c1 | i | -2 | -4 | i | i | i | i | i | -3 | i | i
CSc1nc(C)c(C(=O)C[n+]2ccccc2C)cc1C#N | i | -6 | 5 | i | i | i | i | i | -7 | i | i
C=C(C)C1CC=C(C)/C(=N/NC(=O)c2ccc(NC(=O)CCC)cc2)C1 (stereo not given) | i | 4 | 0 | i | i | i | i | i | -7 | i | i
O=C(c1ccccc1)N1CCN=C1SCc1ccc([N+](=O)[O-])cc1 | i | -3 | -11 | i | i | i | i | i | -3 | i | i
CCC(C)NC(=O)CCSc1ccc(C)cc1 (stereo not given) | i | 1 | . | i | i | i | i | i | -1 | i | i
COc1ccc(CCN2C(=O)NC(NS(=O)(=O)c3ccc(Cl)cc3)(C(F)(F)F)C2=O)cc1OC (stereo not given) | i | -5 | -6 | i | i | i | i | i | -8 | i | i
COC(=O)c1scc(C)c1NS(=O)(=O)c1ccc(NC(C)=O)cc1 | i | 2 | 8 | i | i | i | i | i | -2 | i | i
O=C(O)c1ccc(NC(=O)C2CC=CCC2C(=O)O)cc1 (stereo not given) | i | 7 | -5 | i | i | i | i | i | -8 | i | i
COc1ccc(CNC(=O)CSc2nc3c(oc4ccccc43)c(=O)n2CC2CCCO2)cc1 (stereo not given) | i | 10 | -2 | i | i | i | i | i | -12 | i | i
COCCNC(=O)Cn1cc(C(=S)N2CCCCC2)c2ccccc21 | i | -10 | -2 | i | i | i | i | i | 1 | i | i
COc1cc2c3c(c1)-c1c(sn(-c4cc(OC)ccc4OC)c1=S)C(C)(C)N3C(=O)C2=O | i | 5 | 1 | i | i | i | i | i | -13 | i | i
Cc1ccc(S(=O)(=O)n2c(C)nc3cc(C)ccc32)cc1 | i | 1 | -1 | i | i | i | i | i | -6 | i | i
COC(=O)c1ccccc1NC(=O)c1cccc(COc2ccccc2Cl)c1 | i | -3 | -7 | i | i | i | i | i | 0 | i | i
O=C(Nc1ccc(Cl)c(Cl)c1)OCCNC(=O)c1ccncc1 | i | 8 | -1 | i | i | i | i | i | -7 | i | i
N#C/C(=C\c1ccc(N2CCOCC2)c([N+](=O)[O-])c1)c1nc2ccccc2[nH]1 | i | 7 | 7 | i | i | i | i | i | -14 | i | i
Cc1cccn2c(=O)c3cc(C#N)c(=NC(=O)c4ccncc4)n(CCCOC(C)C)c3nc12 | i | 2 | -219 | i | i | i | i | i | -23 | i | i
COc1cc(/C=C2\SC(N)=NC2=O)ccc1O | i | 90* | 6 | i | i | i | i | i | -7 | i | i
CCOc1ccc(CC(=O)OCc2cc(=O)n3cc(Br)ccc3n2)cc1 | i | 8 | -1 | i | i | i | i | i | -4 | i | i
Cc1nc2ccc(NS(=O)(=O)c3ccc4c(c3)OCCO4)cc2s1 | 10* | 1 | 18 | i | i | i | i | i | -8 | i | i
Cc1ccc(CNc2cnccn2)cc1 | i | 2 | -28 | i | i | i | i | i | -4 | i | i
Oc1ccc(C2=NNC(c3ccc(O)cc3)=NN2)cc1 | i | 5 | -5 | i | i | i | i | i | -7 | i | i
CC1CC(C)CN(CCCNS(=O)(=O)c2ccc3c(c2)oc(=O)n3C)C1 (stereo not given) | i | -4 | -1 | i | i | i | i | 49* | -4 | i | i
CCOC(=O)C1CCN(S(=O)(=O)c2ccc(-c3cc(C(F)(F)F)n(C)n3)s2)CC1 | i | . | . | i | i | i | i | i | -7 | i | i

These rows are one share of the data, so the mix of outcomes need not match the whole.
